inhibitors of VEEV = inhibitors of VEEV TC-83 cytopathic effect, confirmation, Vero cells (AID 588727); inhibition, % at 20 µM, or IC50 in µM where a hit was titrated; Vero cells, VEEV TC-83 cytopathic effect inhibition; higher % means a stronger effect; actives 0.13% (n = 350,000); in the data active means a potency from the dose series; inconclusive means inhibition mostly from about 14% at the one dose, without a potency; inactive means the rest, 99 in 100 with inhibition below about 12%; further: strong numbers were not always called active
PhoP GFP inhibition = Inhibition of PhoP regulon, Salmonella typhi GFP reporter cells, confirmation, 4 h (AID 1850); Salmonella Typhi PhoP-promoter GFP reporter, fluorescence, 4 h; higher % means a stronger effect; inhibition, % at 50 µM; hits with a dose series show IC50 in µM; actives 0.33% (n = 310,000); in the data active means a potency from the dose series; inconclusive means inhibition mostly from about 25% at the one dose, without a potency; inactive means the rest, 99 in 100 with inhibition below about 19%;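 further: 0% = induced wells with vehicle and 100% = uninduced wells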
M. tuberculosis HTS = M. tuberculosis growth inhibition, HTS (AID 449762); M. tuberculosis H37Rv growth inhibition, 7H9 media; higher % means a stronger effect; inhibition, % at 25 µM, or IC50 in µM where a hit was titrated; actives 0.59% (n = 330,000); in the data active means a potency from the dose series; inconclusive means inhibition above about 70% without an active follow-up result;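 further: bacterial growth assessed after seven days of incubation; strong numbers were not always called active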
M. tuberculosis = growth inhibition of non-replicating M. tuberculosis (AID 488890). Mycobacterium tuberculosis non-replicating, growth inhibition; higher % means a stronger effect. inhibition, % at 25 µM, or IC50 in µM where a hit was titrated. actives 0.39% (n = 320,000); in the data active means a potency from the dose series; inconclusive means inhibition mostly from about 82% at the one dose, without a potency; inactive means the rest, 99 in 100 with inhibition below about 76%;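 further: plate controls were DMSO cells for no effect and high antibiotic wells for full effect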
H1N1 NS1A inhibition = NS1A inhibition, H1N1 influenza, cell based functional assay (AID 504329) | NS1A functional cell-based assay, percent inhibition; higher % means a stronger effect | inhibition, % at 12.5 µM, or IC50 in µM where a hit was titrated | actives 0.3% (n = 340,000); in the data active means a potency from the dose series; inconclusive means inhibition above about 27% without an active follow-up result; further: strong numbers were not always called active
Active calls of the source: *; i = inactive; ? = inconclusive; / = no result given.

smiles | inhibitors of VEEV | PhoP GFP inhibition | M. tuberculosis HTS | M. tuberculosis | H1N1 NS1A inhibition
COC(=O)[C@H](CCSC)NC(=O)Nc1cccc(Br)c1 | 2.6% | 6% | -2% | 3% | -1%
CCNc1nc(NCC)n2c(SCC(=O)Nc3cccc(F)c3)nnc2n1 | 6.0% | 2% | 1% | 3% | -8%
CN1C(=O)/C(=C/c2cc(N=Nc3ccccc3)ccc2O)SC1=S | 5.3% | -3% | 13% | 33% | 15µM*
Cc1ccc(NC(=O)CCCc2ccccc2)nc1 | 1.0% | 4% | -1% | 48% | -7%
CCN(CC(=O)NCc1ccc(F)cc1)C(=O)c1ccc(C)o1 | 1.2% | 9% | 2% | 7% | -3%
COCCCN1C(=O)c2ccc(C(=O)Nc3ccccc3OC)cc2C1=O | 4.8% | -5% | -2% | 12% | 14%
COCCNC(=O)CCc1nc2cccnc2n1Cc1ccc(OC)cc1 | 1.1% | 5% | 3% | -2% | -21%
COc1cccc(OCc2cc(C(=O)N(C)CCC3CCCCO3)no2)c1 (stereo not drawn) | 4.2% | -1% | 6% | 44% | -5%
O=Cc1ccc([B-](F)(F)F)s1 | i | / | / | / | -6%
O=C(CCN1C(=O)c2cccc3cccc(c23)C1=O)NCc1ccco1 | 0.7% | 0% | 8% | -18% | 3%
CC1CCN(C(=O)c2cc3ccccc3o2)CC1 | i | -3% | 0% | 72% | -3%
Cc1[nH]c2ccccc2c1/C=N/NC(=O)c1cc(-c2ccncc2)nc2ccccc12 | 6.0% | 2% | -5% | 20% | -8%
Cn1c(=O)[nH]c(=O)c2c1nc(N1CCOCC1)n2CC(O)COc1ccccc1 (stereo not drawn) | 1.3% | -1% | -5% | -10% | 6%
Cn1c(N/N=C/c2c[nH]c3ccccc23)nc2ccccc21 | 11% | 27% | ? | ? | 24%
COc1cccc(CN2CCNC(=O)C2CC(=O)N2CCOc3ccccc3C2)c1OC (stereo not drawn) | 2.2% | 0% | -8% | 10% | /
NC(=S)N/N=C/c1coc2cc(Br)ccc2c1=O | 1.4% | 0% | ? | 57% | -15%
COc1ccc(/C=N/NC(=O)c2[nH]c3ccc(Br)cc3c2-c2ccccc2)cc1 | ? | -2% | 9% | -3% | 11%
COC(=O)c1c(C)[nH]c(C(=O)C(C)OC(=O)c2cc(C)oc2C)c1C (stereo not drawn) | 2.9% | / | 1% | -4% | -13%
O=C(COC(=O)/C=C/c1ccco1)NCc1ccco1 | 0.4% | 0% | 4% | 3% | -7%
COc1ccc(/C=N/NC(=O)CCN2CCCCC2c2cccnc2)cc1Cn1cc([N+](=O)[O-])cn1 (stereo not drawn) | 0.9% | 0% | -3% | 15% | 3%
Cc1ccsc1/C=N/NC(=O)c1sccc1C | 3.3% | -5% | 5% | -13% | -7%
COc1ccc(-c2cc3nc[nH]c(=O)c3s2)cc1 | 2.2% | 9% | 65% | 10% | 12%
CCC(=O)Nc1ccc(NC(=S)Nc2ccccc2)cc1 | 2.2% | -3% | 6% | 69% | -1%
CCn1c(SCC(=O)Nc2ccc3[nH]c(=O)[nH]c3c2)nc2ccccc21 | 5.8% | / | -3% | 3% | -11%
Cc1nc(/N=C(\N)NC(=O)NC2CCCCC2)nc2ccccc12 | 36% | 5% | ? | i | -10%
CSc1ncccc1C(=O)NCCc1ccc(S(N)(=O)=O)cc1 | 0.5% | 3% | -9% | -4% | -5%
CCN(CC)S(=O)(=O)c1cccc(C(=O)NC(C(=O)Nc2nnc(C)s2)C(C)C)c1 (stereo not drawn) | 0.6% | 7% | -4% | 30% | 1%
Cc1cc(N2CCOCC2)nc(SCc2ccc(Cl)cc2Cl)n1 | 3.9% | -14% | 10% | 37% | -2%
Cc1ccc(S(=O)(=O)N2CCC(C(=O)N/N=C/c3ccccc3[N+](=O)[O-])CC2)cc1 | 5.9% | -7% | -8% | 12% | -1%
COC(=O)c1sccc1N(C)S(C)(=O)=O | 0.6% | -1% | -2% | 2% | 4%

Next part.
smiles | inhibitors of VEEV | PhoP GFP inhibition | M. tuberculosis HTS | M. tuberculosis | H1N1 NS1A inhibition
O=S(=O)(NCC1CCCO1)c1cc(Br)c(Br)s1 (stereo not drawn) | 0.1% | -4% | -10% | -27% | -2%
CCCCN(Cc1ccccc1)C(=O)C1CCCN(S(=O)(=O)c2cnc[nH]2)C1 (stereo not drawn) | i | 2% | -4% | / | 2%
Nc1c(Br)cc(Br)c2c1-c1ccc([N+](=O)[O-])cc1C2 | 3.3% | / | / | / | 9%
COCCCNc1oc(COc2ccc(Cl)cc2Cl)nc1C#N | 2.0% | -1% | -2% | 30% | 6%
O=C(NCC(c1ccco1)N1CCc2ccccc2C1)c1ccccc1Cl (stereo not drawn) | 1.8% | -6% | -1% | 7% | 1%
CCOc1c(O)ccc(/C=C2\SC(=S)NC2=O)c1[N+](=O)[O-] | i | 8% | -6% | 21% | 5%
CCN(CC)C(CNC(=O)c1cc(=O)[nH]c2ccccc12)c1ccccc1Cl (stereo not drawn) | 3.5% | -5% | -11% | 2% | -1%
CCOc1ccc(NC(=O)CN(C)C(=O)Cc2c(C)nc3ccccc3c2C)cc1OCC | 9.6% | -3% | -5% | 16% | -5%
Cc1nn(-c2ccccc2)c(N2CCCC2)c1/C=N/NC(=O)c1cc(-c2ccccn2)nc2ccccc12 | 7.3% | -4% | ? | 68% | 6%
C=CCN1C(=O)CS/C1=N\N=C\c1cccc([N+](=O)[O-])c1 | 0.2% | -7% | 6% | 3% | 12%
Cc1ccccc1-n1nc(C)c2cc(C(=O)NC3CC3)sc21 | 3.4% | -16% | 15% | 17% | -2%
COc1ccc(CN2C(=O)CN(C3CCCCCC3)C(=O)C2c2ccc(OC)c(OC)c2)cc1 (stereo not drawn) | i | -4% | 2% | 10% | -1%
CN(C(=O)COC(=O)c1ccc(NS(=O)(=O)c2cccs2)cc1)C1CCCCC1 | 1.2% | -5% | 3% | 35% | 8%
Cn1nnnc1Sc1ncnc2scc(-c3ccccc3Br)c12 | ? | / | -2% | 69% | -3%
CCOc1ccc(-c2noc(CCCC(=O)NC3CCCC3)n2)cc1OC | 1.3% | 6% | 1% | 12% | 11%
O=C(CN1C(=O)NC2(CCCC2)C1=O)Nc1ccc(Cl)cc1F | i | 10% | -4% | 9% | 5%
CCOC(=O)C1CCCCN1Cc1cccc(C(F)(F)F)c1 (stereo not drawn) | i | -9% | -2% | 12% | -11%
Cc1cccc(-c2csc(N)c2C(=O)OC(C)C)c1 | 2.8% | 1% | 3% | 9% | 3%
CCO[C@H]1OC(C(=O)N2CCN(C)CC2)=C[C@@H](c2coc3ccccc3c2=O)[C@@H]1CCCO | 0.8% | -4% | 2% | -2% | -9%
CC(=O)NC(C)C(=O)OCC(=O)c1ccc(-c2ccccc2)cc1 (stereo not drawn) | 1.9% | 13% | -11% | 23% | -1%
COCCNC(=O)c1cccc(OC2CCN(Cc3ccc(OC(F)F)cc3)CC2)c1 | i | -8% | 4% | 2% | -2%
O=C(Nc1nc2ccccc2s1)C1CCCO1 (stereo not drawn) | 2.9% | 0% | -14% | 16% | -26%
CSCc1ccc(C(=O)NCc2ccc(F)cc2)cc1 | 1.8% | -6% | 3% | 44% | 5%
COc1ccc(N2CCN(CCCNC(=O)C3CCCN(S(=O)(=O)c4c(C)n[nH]c4C)C3)CC2)cc1 (stereo not drawn) | i | -7% | -2% | 4% | -14%
COc1ccc2[nH]c3c(c2c1)CCN1C(=O)C(CC(=O)NCCC2=CCCCC2)C[C@H](C(=O)N2CCOCC2)[C@@]31C (stereo partly drawn) | i | / | / | / | -3%
COC(=O)c1cn(-c2ccccc2)nc1-c1ccc(OC)c(OC)c1 | i | 7% | 4% | 6% | -7%
O=C1COc2ccccc2N1Cc1ccc(Cl)cc1 | 0.2% | -8% | 4% | 57% | -7%
C/C(CC(=O)Nc1ccc(C)c(Cl)c1)=N\NC(=O)c1cccc(O)c1 | 4.9% | 1% | ? | 76% | -11%
O=C(CSc1nnc(CNC(=O)c2ccccc2F)o1)NCc1ccco1 | 1.3% | 4% | 0% | 41% | -6%
OC1(c2cccc(C(F)(F)F)c2)CCN(CCN2CCCCC2)CC1 | 0.2% | -6% | -3% | 10% | 6%

In the list so far, these contain an aryl methoxy group:
smiles | inhibitors of VEEV | PhoP GFP inhibition | M. tuberculosis HTS | M. tuberculosis | H1N1 NS1A inhibition
COCCCN1C(=O)c2ccc(C(=O)Nc3ccccc3OC)cc2C1=O | 4.8% | -5% | -2% | 12% | 14%
COCCNC(=O)CCc1nc2cccnc2n1Cc1ccc(OC)cc1 | 1.1% | 5% | 3% | -2% | -21%
COc1cccc(OCc2cc(C(=O)N(C)CCC3CCCCO3)no2)c1 (stereo not drawn) | 4.2% | -1% | 6% | 44% | -5%
COc1cccc(CN2CCNC(=O)C2CC(=O)N2CCOc3ccccc3C2)c1OC (stereo not drawn) | 2.2% | 0% | -8% | 10% | /
COc1ccc(/C=N/NC(=O)c2[nH]c3ccc(Br)cc3c2-c2ccccc2)cc1 | ? | -2% | 9% | -3% | 11%
COc1ccc(/C=N/NC(=O)CCN2CCCCC2c2cccnc2)cc1Cn1cc([N+](=O)[O-])cn1 (stereo not drawn) | 0.9% | 0% | -3% | 15% | 3%
COc1ccc(-c2cc3nc[nH]c(=O)c3s2)cc1 | 2.2% | 9% | 65% | 10% | 12%
COc1ccc(CN2C(=O)CN(C3CCCCCC3)C(=O)C2c2ccc(OC)c(OC)c2)cc1 (stereo not drawn) | i | -4% | 2% | 10% | -1%
CCOc1ccc(-c2noc(CCCC(=O)NC3CCCC3)n2)cc1OC | 1.3% | 6% | 1% | 12% | 11%
COc1ccc(N2CCN(CCCNC(=O)C3CCCN(S(=O)(=O)c4c(C)n[nH]c4C)C3)CC2)cc1 (stereo not drawn) | i | -7% | -2% | 4% | -14%
COc1ccc2[nH]c3c(c2c1)CCN1C(=O)C(CC(=O)NCCC2=CCCCC2)C[C@H](C(=O)N2CCOCC2)[C@@]31C (stereo partly drawn) | i | / | / | / | -3%
COC(=O)c1cn(-c2ccccc2)nc1-c1ccc(OC)c(OC)c1 | i | 7% | 4% | 6% | -7%

A different layout for 2 compounds above:
Each structure is followed by: inhibitors of VEEV, PhoP GFP inhibition, M. tuberculosis HTS, M. tuberculosis, H1N1 NS1A inhibition
> COCCNC(=O)c1cccc(OC2CCN(Cc3ccc(OC(F)F)cc3)CC2)c1
 : i, -8%, 4%, 2%, -2%
> Cc1nn(-c2ccccc2)c(N2CCCC2)c1/C=N/NC(=O)c1cc(-c2ccccn2)nc2ccccc12
 : 7.3%, -4%, ?, 68%, 6%

Following part:
smiles | inhibitors of VEEV | PhoP GFP inhibition | M. tuberculosis HTS | M. tuberculosis | H1N1 NS1A inhibition
Cc1ccc(-n2c(=O)cc(N3CCc4ccccc4C3)[nH]c2=O)cc1 | 0.8% | 1% | -3% | -42% | -24%
COc1ccc(C(=O)Oc2cc(OC)cc(OC)c2C(C)=O)cc1 | 1.3% | -7% | 2% | 4% | -16%
Cc1ccc(NC(=O)CS(=O)(=O)c2cn(CC(=O)N3CCOCC3)c3ccccc23)cc1 | 0.6% | 13% | -12% | 2% | -4%
CCCOc1ccc(C2Nc3cccc4cccc(c34)N2)cc1 | 2.0% | -2% | 32% | 37% | -6%
COc1ccc(/C=C/C(=O)OCC(=O)NC2CC2)c(OC)c1 | 3.6% | / | 4% | 42% | -16%
COc1cc(C)c(NC(c2ccccc2)c2ccccc2)cc1OC | 2.9% | -18% | 1% | 18% | 12%
O=C(Cn1c(=O)n(Cc2ccco2)c(=O)c2c3c(sc21)CCCC3)Nc1ccccc1 | 6.4% | -15% | 15% | 36% | 3%
CC(NC(=O)Cc1cccs1)c1ccncc1 (stereo not drawn) | i | -6% | -3% | 7% | -1%
CCn1cc(Br)c(C(=O)Nc2ccccc2C(=O)OC)n1 | 0.3% | -1% | 5% | 37% | 2%
COCCCNC(=S)NCCc1ccc(F)cc1 | 0.7% | -14% | 2% | 77% | 7%
N#C/C(=C\c1ccc(N2CCOCC2)cc1)c1ccccc1 | 1.6% | -4% | 17% | 39% | 6%

Source: PubChem (Southern Research Specialized Biocontainment Screening Center)
